Compound activity deposited in PubChem by The Scripps Research Institute Molecular Screening Center.
Tn6 DDE FP – DD(E)-Tn6 binding inhibition, primary FP screen | Fibrin DD(E) TRITC-Tn6 fluorescence polarization displacement | inhibition, % at 8.3 µM | AID 720509 | P02675 | 370,000 tested, 0.21% active;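 active = inhibition above a per-campaign cutoff: mean of compounds within control limits plus 3 SD, cut at about 15% in these data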;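 note: 0% = median of all compound wells on the plate and 100% = blocking peptide control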
Target sequence (P02675 whole entry, looked up): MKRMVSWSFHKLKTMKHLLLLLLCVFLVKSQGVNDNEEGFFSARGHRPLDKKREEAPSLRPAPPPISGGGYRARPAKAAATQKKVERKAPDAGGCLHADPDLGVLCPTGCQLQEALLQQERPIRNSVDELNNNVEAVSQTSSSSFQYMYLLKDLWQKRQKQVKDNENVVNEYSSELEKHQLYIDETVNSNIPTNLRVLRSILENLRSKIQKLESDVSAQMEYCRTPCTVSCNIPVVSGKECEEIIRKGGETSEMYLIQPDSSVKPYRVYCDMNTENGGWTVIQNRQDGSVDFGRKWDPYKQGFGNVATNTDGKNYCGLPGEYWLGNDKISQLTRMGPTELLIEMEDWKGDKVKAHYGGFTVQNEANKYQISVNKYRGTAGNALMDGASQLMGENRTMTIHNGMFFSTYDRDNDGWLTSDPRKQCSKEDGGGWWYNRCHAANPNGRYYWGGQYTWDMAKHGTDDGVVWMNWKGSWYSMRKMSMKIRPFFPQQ
MBD2 inh – blocks human MBD2 binding to methylated DNA | Q9UBB5 | TR-FRET, MBD2 binding to methylated oligonucleotide | inhibition, % at 4.4 µM | 370,000 tested, 0.31% active | AID 686964; in the data active = inhibition above about 13%
Target sequence (Q9UBB5 whole entry, looked up): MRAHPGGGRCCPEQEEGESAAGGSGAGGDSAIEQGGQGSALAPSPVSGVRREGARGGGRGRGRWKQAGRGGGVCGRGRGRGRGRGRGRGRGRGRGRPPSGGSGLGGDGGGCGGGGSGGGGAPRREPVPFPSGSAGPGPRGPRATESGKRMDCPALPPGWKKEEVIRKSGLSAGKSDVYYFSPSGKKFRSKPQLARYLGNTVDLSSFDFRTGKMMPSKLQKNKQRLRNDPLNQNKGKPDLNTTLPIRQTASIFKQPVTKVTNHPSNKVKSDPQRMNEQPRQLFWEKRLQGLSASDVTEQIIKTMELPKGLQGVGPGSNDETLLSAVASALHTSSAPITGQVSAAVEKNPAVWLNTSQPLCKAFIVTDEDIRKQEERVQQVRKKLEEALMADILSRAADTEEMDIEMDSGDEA
ADAM17 inh – ADAM17 inhibition, QFRET primary screen. 370,000 tested, 0.83% active. recombinant ADAM17, EDANS/DABCYL FRET peptide cleavage. inhibition, % at 6.95 µM;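 active = inhibition above the mean of compounds lying between control limits plus 3 SD, set per campaign, cut at about 8.5% in these data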;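 note: 0% = DMSO-only wells as the low control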
UHRF1 MBD2 ctr – blocks human UHRF1 binding to methylated DNA. inhibition, % at 4.4 µM. UHRF1 binding to methylated oligo, TR-FRET. 370,000 tested, 0.75% active; in the data active = inhibition above about 21%;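 note: UHRF1 SRA domain binding a hemimethylated CpG hairpin DNA probe; 0% = median of test compound wells and 100% = reference inhibitor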
proKLK7 act – activators of human kallikrein-7 zymogen; purified proKLK7, EDANS-DABCYL substrate fluorescence; 100% is mature enzyme control, 0% vehicle; activation, % at 7 µM; 370,000 tested, 0.9% active; AID 652039;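 active = activation above the mean of all tested compounds plus 3 SD, computed per campaign excluding outliers beyond control limits, cut at about 13% in these data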
ASAP1 inh – blocks human ASAP1-stimulated Arf1 GTP hydrolysis. Q9ULH1. GDP FP detection. inhibition, % at 16.5 µM. 360,000 tested, 0.19% active; in the data active = inhibition above about 25%;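 note: 0% = vehicle with enzyme and substrate and 100% = no enzyme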
PLC-gamma1 inh – inhibitors of human phospholipase C gamma1; P19174; purified PLC-gamma1, fluorogenic substrate, fluorescence; inhibition, % at 12.2 µM; 370,000 tested, 0.84% active; AID 720700; in the data active = inhibition above about 9.5%
Tn7 DDE FP – disrupts Tn7 cyclic peptide binding to fibrin D-Dimer-E complex. inhibition, % at 8.3 µM. P02675. FP displacement of FITC-Tn7 peptide from fibrin DD(E); 0% = median of compound wells per plate. 370,000 tested, 0.13% active;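 active = inhibition above the mean of compounds falling within the control limits plus 3 SD of them, cut at about 14% in these data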;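 note: 0% = plate median of compound wells and 100% = 10 µM Aha-Tn7 peptide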
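assay system = human clot-derived fibrin DD(E) complex | quantity = Fibrin-DD(E) at 2 µM final | timing = 10 min preincubation, 3 h with tracer, room temperature | signal = fluorescence polarization | measure = percent inhibition | benchmarks = high control wells with 10 µM unlabelled Aha-Tn7 peptide (full inhibition) | replicates = singlicate testing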
ARFGAP1 inh – rat ARFGAP1 inhibition; Q62848; 360,000 tested, 0.26% active; Arfgap1-stimulated ARF1 GTP hydrolysis, GDP FP detection; inhibition, % at 16.5 µM;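 active = inhibition above a per-plate limit, mean inhibition of low control wells plus 3 SD, cut at about 25% in these data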;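 note: 0% = DMSO wells with enzyme and 100% = wells lacking Arfgap1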
Target sequence (Q62848 1-136 limits assumed): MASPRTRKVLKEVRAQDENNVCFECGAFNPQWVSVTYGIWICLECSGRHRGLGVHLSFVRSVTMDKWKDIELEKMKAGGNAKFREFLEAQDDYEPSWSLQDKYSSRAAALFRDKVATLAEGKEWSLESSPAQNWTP
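Material: truncated rat Arfgap1 GAP domain; Incubation: compound-enzyme preincubation 20 min, reaction 120 min, detection 60 min, 25 °C; Read-out: percent inhibition of Arfgap1-stimulated GTP hydrolysis; Technique: FP, GDP Alexa 633 tracer displaced from anti-GDP antibody, 620/688 nm; Controls: No-Arfgap1 wells (100%) versus DMSO full-reaction wells (0%); Replication: single well per compound.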
PLC-beta3 inh – inhibitors of human phospholipase C beta3. AID 720704. inhibition, % at 12.2 µM. Q01970. 370,000 tested, 0.18% active. Purified PLC-beta3, fluorogenic substrate, fluorescence; in the data active = inhibition above about 11%;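 note: 0% = median of compound wells on plate and 100% = full blocker control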
* marks the source's active call; other numbers are inactive results; i = inactive.

cpd | SMILES | Tn6 DDE FP | MBD2 inh | ADAM17 inh | UHRF1 MBD2 ctr | proKLK7 act | ASAP1 inh | PLC-gamma1 inh | Tn7 DDE FP | ARFGAP1 inh | PLC-beta3 inh
1 | CCCCNC(=O)COC(=O)CCC(=O)c1ccc(Cl)cc1 | 5 | -3 | 0 | -1 | 0.8 | -4 | 1 | 1 | 2 | -6
2 | O=C(c1cccn2c(=O)c3ccccc3nc12)N1CCN(Cc2ccc3c(c2)OCO3)CC1 | -3 | -1 | -173 | -6 | 15* | 15 | i | -2 | 9 | i
3 | O=C(COC(=O)c1oc2ccccc2c1CSc1ccc(Cl)cc1)NC1CCCC1 | 2 | 0 | 3 | -4 | 0.2 | 0 | 0 | 7 | -13 | 1
4 | O=C(CCCCCCN1C(=O)c2ccccc2C1=O)NC1CCCCC1 | 3 | -2 | -2 | 0 | -0.6 | 4 | 1 | 10 | -10 | 0
5 | Brc1ccc(CN2CCCc3nc(-c4ccccc4)ccc32)cc1 | 5 | 0 | -24 | -5 | -9.0 | 2 | -76 | -10 | -2 | -109
6 | O=S(=O)(Nc1ccc(S(=O)(=O)Nc2ncccn2)cc1)c1ccc(Cl)cc1 | 11 | -5 | 1 | 1 | 0.0 | 5 | 2 | 3 | -3 | -5
7 | COc1cc(OC)c(NC(=O)c2ccc(Br)o2)cc1Cl | 1 | -1 | 0 | -2 | 0.1 | 8 | -3 | 2 | 15 | -3
8 | COC(=O)C1=C(C)N(Cc2ccccc2C(F)(F)F)C(=NCc2cc(OC)c(OC)c(OC)c2)NC1c1ccc(Cl)cc1 (configuration not stated) | -5 | 2 | 1 | -4 | 0.0 | 0 | 0 | 8 | -4 | 1
9 | OCC[C@@H]1C[C@@H](O)[C@H](O)[C@]2(CCCO2)O1 | -12 | 8 | -7 | 4 | -1.0 | 11 | 12* | 2 | 4 | 6
10 | CCOC(=O)/C=C/C(=O)OCC(=O)NCc1ccccc1 | -2 | 5 | -3 | -2 | -0.2 | -4 | 0 | -3 | -5 | -3
11 | CCN(C1CCCCC1)S(=O)(=O)CCNC(=O)c1ccc(OC)cc1 | -1 | 1 | 1 | 1 | 0.6 | 0 | 5 | -3 | 8 | 3
12 | Cc1ccc(Cc2nc(-c3cccnc3)no2)cc1 | -1 | -2 | 0 | 1 | -0.5 | 6 | 3 | -4 | 5 | 2
13 | Cn1nnc(-c2ccc(OCc3ccccc3F)cc2)n1 | -11 | -2 | 3 | 1 | -0.3 | -3 | 2 | -8 | 5 | 3
14 | CCN1CCc2nc(NC(=O)CC(c3ccccc3)c3ccccc3)sc2C1 | 0 | -2 | -12 | -1 | -1.6 | -5 | -21 | 0 | 3 | -33
15 | Cc1oc2cc(OC(C)C(=O)O)ccc2c(=O)c1Oc1ccccc1 (configuration not stated) | 6 | 0 | -1 | 2 | 1.2 | 4 | 0 | 12 | -8 | 0
16 | COc1ccc(C2CC(=O)Oc3c(C(CCN4CCCC(C)C4)c4ccc(N(C)C)cc4)c(OC)cc(OC)c32)cc1 (configuration not stated) | -3 | -1 | -3 | 1 | 0.3 | 6 | 4 | -6 | -5 | -3
17 | O=C(COC(=O)C1CCCC1)Nc1ncc(Cl)cc1Cl | -19 | -3 | -1 | -1 | 0.6 | 1 | -10 | -2 | 21 | -17
18 | COc1cccc(-n2c(COc3ccc(C)cc3)nnc2SCC(N)=O)c1 | -4 | 2 | -3 | -2 | -0.4 | -18 | 0 | 1 | -4 | -2
19 | O=C(N[C@@H](Cc1cccnc1)C(=O)N1CCC[C@H]1C(=O)NCCc1ccccc1Cl)c1ccc(Cl)cc1Cl | -1 | 8 | -5 | -1 | 1.4 | -7 | 1 | -2 | -12 | 4
20 | Cc1ccc(NC(=O)c2cc(S(=O)(=O)N3CCOCC3)cs2)cc1 | -2 | 4 | -2 | 3 | 0.1 | 9 | 0 | -1 | 0 | -4
21 | O=C(CNC(=O)COc1ccccc1)NCCN1CCOCC1 | -4 | 6 | 2 | -5 | -0.5 | -4 | -1 | -3 | -8 | -1
22 | Brc1ccc2nc(C3CCCCC3)c(Cc3ccsc3)n2c1 | 0 | 0 | -1 | 17 | 0.4 | -8 | -7 | -8 | -3 | -9
23 | COC(=O)c1cccc(-c2noc(-c3ccccc3F)n2)c1 | -2 | 4 | -5 | -2 | -0.2 | 5 | -2 | -6 | 1 | 0
24 | O=C(Nc1ccccc1N1CCN(C(=O)c2ccccc2)CC1)c1ccc(Cl)cc1 | -1 | 1 | 1 | -1 | 0.9 | 6 | 0 | 2 | 8 | -6
25 | COC(=O)C1=C(N)Oc2cc(N(C)C)ccc2C1c1ccccc1OC (configuration not stated) | 36* | -7 | 3 | 3 | -3.0 | 9 | -49 | 7 | -6 | -60

Reformatted: two of the compounds above.
(17) O=C(COC(=O)C1CCCC1)Nc1ncc(Cl)cc1Cl
  Tn6 DDE FP: -19 | MBD2 inh: -3 | ADAM17 inh: -1 | UHRF1 MBD2 ctr: -1 | proKLK7 act: 0.6 | ASAP1 inh: 1 | PLC-gamma1 inh: -10 | Tn7 DDE FP: -2 | ARFGAP1 inh: 21 | PLC-beta3 inh: -17

(18) COc1cccc(-n2c(COc3ccc(C)cc3)nnc2SCC(N)=O)c1
  Tn6 DDE FP: -4 | MBD2 inh: 2 | ADAM17 inh: -3 | UHRF1 MBD2 ctr: -2 | proKLK7 act: -0.4 | ASAP1 inh: -18 | PLC-gamma1 inh: 0 | Tn7 DDE FP: 1 | ARFGAP1 inh: -4 | PLC-beta3 inh: -2

Values in list order from above.
ARFGAP1 inh for entries 7 to 10: 15, -4, 4, -5
ADAM17 inh for entries 7 to 10: 0, 1, -7, -3

New compounds follow.
cpd | SMILES | Tn6 DDE FP | MBD2 inh | ADAM17 inh | UHRF1 MBD2 ctr | proKLK7 act | ASAP1 inh | PLC-gamma1 inh | Tn7 DDE FP | ARFGAP1 inh | PLC-beta3 inh
26 | COc1cccc(N2CCN(C(=O)c3cc4c(=O)n(Cc5ccccc5)ccc4nc3C)CC2)c1 | -5 | -8 | -16 | 0 | 0.9 | 10 | -46 | -4 | 1 | -77
27 | COc1ccc2c(c1)c(=O)oc1cc3occ(C(C)(C)C)c3cc12 | -7 | -5 | 1 | 1 | 0.1 | 10 | -2 | -5 | 6 | -5
28 | CC1=CC(C)(C)n2c(O)c(N=N)c3c(C)ccc1c32 | 2 | 1 | 1 | -1 | 0.1 | -2 | 1 | 2 | 2 | -5
29 | Cc1[nH]n(-c2ccc([N+](=O)[O-])cc2)c(=O)c1C=NCCc1ccc(S(N)(=O)=O)cc1 | 8 | -1 | 0 | -2 | 0.1 | -2 | 0 | -14 | 1 | 3
30 | CCOC(=O)c1c(S(=O)(=O)NCC(=O)Nc2ccccc2F)c(C)n(C)c1C | -6 | 0 | -2 | -1 | 0.1 | -11 | 1 | 0 | -4 | -9
31 | COc1cccc(NC(=O)c2nn(C)cc2Br)c1 | -1 | 2 | 0 | 1 | -0.1 | 1 | 8 | -6 | 5 | 6
32 | COc1cccc(OC)c1C(=O)NCc1ccco1 | -3 | 0 | -3 | -1 | 0.8 | -8 | -2 | 3 | 9 | 0
33 | COc1cccc(NC(=O)C(OC(=O)c2ccc([N+](=O)[O-])o2)c2ccccc2)c1 (configuration not stated) | 5 | -4 | 3 | 0 | 0.0 | 2 | 0 | 0 | -3 | -5
34 | COc1ccc(CNC(=O)c2ccc(N3CCOCC3)c([N+](=O)[O-])c2)cc1 | 1 | 0 | -3 | -2 | -0.5 | -3 | -2 | 5 | 4 | -2
35 | CC(C)(C)NC(=O)C(c1ccc(C(F)(F)F)cc1)n1c(=O)c(-c2cc3ccccc3[nH]2)nc2ccccc21 (configuration not stated) | -4 | 3 | -37 | 0 | -137 | 9 | -329 | -3 | 18 | -446
36 | CN(C)C(=O)COc1ncnc2sc(-c3ccccc3)cc12 | -1 | 2 | -2 | -4 | -0.5 | -10 | -1 | -1 | -10 | -6
37 | Cc1c(C(=O)N2CCC2(C)C(=O)O)oc2ccccc12 (configuration not stated) | 2 | 1 | -3 | 9 | 0.3 | 7 | -1 | 6 | 1 | -2
38 | CCc1ccc(-c2nnn(Cc3nc4ccccc4s3)n2)cc1 | -4 | 1 | -1 | 0 | -0.1 | 14 | -2 | 4 | 16 | -2
39 | Cc1nc2ccc(NC(=O)Cc3ccsc3)cc2s1 | -4 | 1 | -1 | 4 | 0.5 | 11 | 1 | 1 | 17 | 0
40 | CCO/N=C(\C)c1c(O)c(CC)c(-c2ccccc2)n(-c2ccccc2)c1=O | -5 | -1 | -8 | -5 | 0.9 | -3 | -32 | 2 | 4 | -40

Three entries out of the list above, sorted by the number in PLC-gamma1 inh, rising.
cpd | SMILES | Tn6 DDE FP | MBD2 inh | ADAM17 inh | UHRF1 MBD2 ctr | proKLK7 act | ASAP1 inh | PLC-gamma1 inh | Tn7 DDE FP | ARFGAP1 inh | PLC-beta3 inh
23 | COC(=O)c1cccc(-c2noc(-c3ccccc3F)n2)c1 | -2 | 4 | -5 | -2 | -0.2 | 5 | -2 | -6 | 1 | 0
21 | O=C(CNC(=O)COc1ccccc1)NCCN1CCOCC1 | -4 | 6 | 2 | -5 | -0.5 | -4 | -1 | -3 | -8 | -1
33 | COc1cccc(NC(=O)C(OC(=O)c2ccc([N+](=O)[O-])o2)c2ccccc2)c1 (configuration not stated) | 5 | -4 | 3 | 0 | 0.0 | 2 | 0 | 0 | -3 | -5

5 compounds out of the list, arranged by heavy-atom count, high to low:
cpd | SMILES | Tn6 DDE FP | MBD2 inh | ADAM17 inh | UHRF1 MBD2 ctr | proKLK7 act | ASAP1 inh | PLC-gamma1 inh | Tn7 DDE FP | ARFGAP1 inh | PLC-beta3 inh
29 | Cc1[nH]n(-c2ccc([N+](=O)[O-])cc2)c(=O)c1C=NCCc1ccc(S(N)(=O)=O)cc1 | 8 | -1 | 0 | -2 | 0.1 | -2 | 0 | -14 | 1 | 3
34 | COc1ccc(CNC(=O)c2ccc(N3CCOCC3)c([N+](=O)[O-])c2)cc1 | 1 | 0 | -3 | -2 | -0.5 | -3 | -2 | 5 | 4 | -2
38 | CCc1ccc(-c2nnn(Cc3nc4ccccc4s3)n2)cc1 | -4 | 1 | -1 | 0 | -0.1 | 14 | -2 | 4 | 16 | -2
37 | Cc1c(C(=O)N2CCC2(C)C(=O)O)oc2ccccc12 (configuration not stated) | 2 | 1 | -3 | 9 | 0.3 | 7 | -1 | 6 | 1 | -2
28 | CC1=CC(C)(C)n2c(O)c(N=N)c3c(C)ccc1c32 | 2 | 1 | 1 | -1 | 0.1 | -2 | 1 | 2 | 2 | -5
